Compound activity as filed in PubChem BioAssay.
CHT inh: inhibitors of human choline transporter CHT. High affinity choline transporter 1 (Homo sapiens), Q9GZV3. CHT-expressing cells, membrane potential dye, choline response; hits give low values. B-score at 10 µM. 0.86% of 310,000 active;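 active means B-score over 3 SD under the library average, and starting fluorescence ratio not unusually high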;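 further: choline stimulus applied at its EC90 after an EC20 pre-addition; B-score computed on integrated fluorescence ratio after choline addition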
Target sequence (Q9GZV3 whole entry, looked up): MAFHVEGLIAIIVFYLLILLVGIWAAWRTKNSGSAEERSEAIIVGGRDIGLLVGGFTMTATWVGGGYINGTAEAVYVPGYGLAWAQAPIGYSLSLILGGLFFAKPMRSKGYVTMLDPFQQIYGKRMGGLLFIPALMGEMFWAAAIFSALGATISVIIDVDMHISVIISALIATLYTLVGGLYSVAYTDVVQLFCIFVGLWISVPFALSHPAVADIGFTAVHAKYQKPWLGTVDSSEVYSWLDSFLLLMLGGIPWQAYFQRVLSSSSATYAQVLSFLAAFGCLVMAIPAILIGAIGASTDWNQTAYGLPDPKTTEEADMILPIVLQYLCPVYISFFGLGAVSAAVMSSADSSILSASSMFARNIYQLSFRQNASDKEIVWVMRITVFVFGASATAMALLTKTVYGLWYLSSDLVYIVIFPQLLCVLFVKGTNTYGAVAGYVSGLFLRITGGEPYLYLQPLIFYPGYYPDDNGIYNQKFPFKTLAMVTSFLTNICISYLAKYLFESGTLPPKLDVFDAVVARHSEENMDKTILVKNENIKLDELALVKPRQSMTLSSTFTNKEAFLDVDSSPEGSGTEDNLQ
CHT PAM: CHT positive allosteric modulators, primary screen, cell-based, membrane potential dye, choline EC20 | High affinity choline transporter 1 (Homo sapiens), Q9GZV3 | CHT-expressing cells; hits give high values; LV-AA mutant CHT in HEK293 cells | B-score at 10 µM | 0.49% of 310,000 active | AID 488977, 2010;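 active means initial fluorescence not abnormally high and integrated response B-score, plate-corrected, over 3 SD above library mean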
STK33 inh: inhibitors of purified STK33 kinase, primary screen, biochemical, ADP-Glo luminescence, homogeneous, cell-free; Serine/threonine-protein kinase 33 (Homo sapiens), Q9BYT3; 0.073% of 320,000 active; MBP phosphorylation; inhibition, % at 10 µM;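 active means inhibition at or above 25%, using the most active replicate where run in duplicate; inactive means inhibition below 25%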
Target sequence (Q9BYT3 whole entry, looked up): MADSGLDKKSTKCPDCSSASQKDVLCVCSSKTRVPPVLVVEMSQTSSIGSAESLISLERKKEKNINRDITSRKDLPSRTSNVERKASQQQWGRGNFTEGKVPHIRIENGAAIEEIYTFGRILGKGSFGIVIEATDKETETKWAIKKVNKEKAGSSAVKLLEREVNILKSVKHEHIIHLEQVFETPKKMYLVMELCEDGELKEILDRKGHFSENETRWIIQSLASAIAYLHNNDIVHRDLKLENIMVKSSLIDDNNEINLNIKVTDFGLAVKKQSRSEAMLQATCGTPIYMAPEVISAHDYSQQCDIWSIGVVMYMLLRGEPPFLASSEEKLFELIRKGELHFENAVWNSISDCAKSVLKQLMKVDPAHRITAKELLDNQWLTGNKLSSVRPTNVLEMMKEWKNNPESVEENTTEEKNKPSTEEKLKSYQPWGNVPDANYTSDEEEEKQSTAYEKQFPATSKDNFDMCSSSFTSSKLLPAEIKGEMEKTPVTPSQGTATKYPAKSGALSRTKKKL
Active calls of the source: *; i = inactive; nt = not tested or not shown.

Screens in order: CHT inh | CHT PAM | STK33 inh
COc1ccc(-c2noc(N3CCC(C(=O)Nc4cc(OC)c(OC)c(OC)c4)CC3)n2)cc1
 : i | i | -0.8
Cc1cc(NC(=O)C(C)SCC(=O)Nc2cc(C(F)(F)F)ccc2N2CCCCC2)no1 (stereo not given)
 : i | i | -0.4
Oc1ccccc1C=NCCN=Cc1ccccc1O
 : i | i | -0.2
Cc1cccc(CS(=O)(=O)Cc2ccc(C(=O)NC3CCCCC3)o2)c1
 : i | i | 3.3
CCCOc1ccccc1OCC(=O)Nc1cc(Cl)ccc1-n1cncn1
 : i | i | -0.4
Cc1cc(=O)[nH]c(SCCOc2ccc3c(c2)CCC3)n1
 : i | i | -0.8
COc1cccc(OC)c1/C=C/C(=O)NC1CCCCC1
 : i | i | -0.9
Cn1nc(C(F)(F)F)c2cc(C(=O)O)sc21
 : i | i | 0.1
CCOC(=O)C1=C(N)Oc2ccc3ccccc3c2C1c1cccc(O)c1 (stereo not given)
 : i | i | -1.6
CCOC(=O)C(C)n1cnc2c(nnn2Cc2ccc(C)cc2)c1=O (stereo not given)
 : i | i | 0.6
COc1ccc(Nc2nc(N)nc(CSc3nc(C)cc(C)n3)n2)cc1
 : i | i | 1.7
O=C(CCC(=O)Nc1ccccc1)NNC(=O)c1ccccc1Cl
 : i | i | -6.5
COCCOC(=O)c1c(C)nc(SCC(=O)Nc2ccc(C)cc2)c(C#N)c1-c1ccco1
 : i | i | -0.9
Cc1onc(-c2ccccc2Cl)c1C(=O)NCc1nc(-c2ccc(C(F)(F)F)cc2)no1
 : i | i | 0.1
CCOc1cc(Br)ccc1S(=O)(=O)NCc1ccccc1
 : -6.3* | i | -1.4

Continuation:
Screens in order: CHT inh | CHT PAM | STK33 inh
Cc1ccc(NC(=O)C2CCN(S(=O)(=O)c3ccc(Cl)c(C(F)(F)F)c3)CC2)nc1
 : i | i | -0.2
CCOc1ccc(-n2c(C)nc3cc(C(=O)NCc4ccc5c(c4)OCO5)ccc32)cc1
 : i | i | 0.5
CCc1nc(NCc2ccccc2)c(C#N)c2c1CCCC2
 : i | i | -3.8
COc1cccc([C@@H]2CC=C(C(=O)O)[C@H](c3ccccc3F)N2S(=O)(=O)c2ccc(C)cc2)c1
 : i | i | -0.8
O=C(NCCN1CCN(c2ccccc2)CC1)Nc1ccccc1Br
 : i | i | 0.0
COc1c(OC(C)=O)c(=O)n2c3ccccc3c3ccnc1c32
 : i | i | 0.5
COc1ccc(CNC(=O)CC23CC4CC(CC(C4)C2)C3)cc1OC
 : i | i | -0.6
CCOC(=O)Cn1nc(C)n(-c2ccc(Cl)cc2)c1=O
 : i | i | -1.2
Cc1ccc(-n2c(=O)c(C#N)cc3c(=O)n4ccccc4nc32)cc1C
 : i | i | 0.1
CCOC(=O)N1CCN(C(=O)c2cn(C)c3ccc(S(=O)(=O)N(C)C4CCCCC4)cc3c2=O)CC1
 : i | i | -0.4
Cc1cccc2c1CC(C)(C)N/C2=C\C(N)=O
 : i | i | 0.0
Cc1ccc(NC(=O)COC(=O)CNC(=O)c2ccc3ccccc3c2)c([N+](=O)[O-])c1
 : i | i | 0.8
O=C(O)c1ccc(NS(=O)(=O)c2cc(Cl)ccc2Cl)cc1
 : i | i | -2.0
CC(=O)c1cccc(Oc2cc(NN3CCCCC3)c([N+](=O)[O-])cc2[N+](=O)[O-])c1
 : i | i | -0.8
Clc1cc(Cl)cc(C2=NCCC(c3ccccc3)O2)c1 (stereo not given)
 : i | i | -0.7

Further compounds
Screens in order: CHT inh | CHT PAM | STK33 inh
Cc1nn(C)c(C)c1S(=O)(=O)NC1CCCC1
 : i | i | 1.0
CSc1ccccc1NC(=O)CN(C)C(=O)c1ccc2c(c1)OCCO2
 : i | i | 7.7
Cc1cc(N2C(=O)CCC2=O)ccc1NC(=O)c1cccs1
 : i | i | -3.4
CC(=O)Nc1nnc(SCC(=O)c2ccc(F)cc2)s1
 : i | i | -2.9
CCCn1nnc(NC(=O)C(C)Oc2ccc(Cl)cc2Cl)n1 (stereo not given)
 : i | i | -0.6
COc1cc(C(=S)N2CCOCC2)ccc1OS(=O)(=O)c1ccccc1[N+](=O)[O-]
 : i | i | 0.9
O=C(OCC(=O)N1CCCc2ccccc21)c1cc(S(=O)(=O)N2CCOCC2)ccc1F
 : i | i | -1.4
CCOc1ccc(C(C)=O)cc1COC(=O)c1cccnc1SC
 : i | i | -0.1
Cc1sc2ncn(CC(=O)OCC(=O)NC(C)(C)C)c(=O)c2c1C
 : i | i | -0.9
CN(C)c1nc(NN)nc(Nc2ccc(F)cc2)n1
 : i | i | 0.4
O=C(Nc1cccc([N+](=O)[O-])c1)C1CCN(C(=O)Cc2ccccc2)CC1
 : i | i | -0.8
CCOc1ccc(Cc2nnc(SCC(=O)Nc3ccc(OC)cc3)n(N)c2=O)cc1
 : i | i | -1.1
CC(C)n1cc(-c2nc(C(=O)NN)cs2)c(=O)n(Cc2ccccc2)c1=O
 : i | i | -1.4
CN(C(=O)COc1ccc([N+](=O)[O-])cc1)C1CCS(=O)(=O)C1 (stereo not given)
 : i | i | 0.3
CCCSc1nc(N2CCOCC2)c2c(c1C#N)CC(C)(C)SC2
 : i | i | 0.0

Entries shown so far with a CF3 group:
Screens in order: CHT inh | CHT PAM | STK33 inh
Cc1cc(NC(=O)C(C)SCC(=O)Nc2cc(C(F)(F)F)ccc2N2CCCCC2)no1 (stereo not given)
 : i | i | -0.4
Cn1nc(C(F)(F)F)c2cc(C(=O)O)sc21
 : i | i | 0.1
Cc1onc(-c2ccccc2Cl)c1C(=O)NCc1nc(-c2ccc(C(F)(F)F)cc2)no1
 : i | i | 0.1
Cc1ccc(NC(=O)C2CCN(S(=O)(=O)c3ccc(Cl)c(C(F)(F)F)c3)CC2)nc1
 : i | i | -0.2

New compounds follow.
Screens in order: CHT inh | CHT PAM | STK33 inh
COc1ccc(CC(=O)NNC(=O)CCC(=O)Nc2cc(C)ccc2C)cc1
 : i | i | -1.2
Cc1ccc(NCC(=O)N/N=C/c2cccn2C)cc1
 : i | i | -2.2
CCn1cc(C(=O)NCc2ccc(C)cc2)c(=O)c2cc(S(=O)(=O)N(C)C)ccc21
 : i | i | 8.7
C/C(CC(=O)Nc1ccc(Cl)c(C(F)(F)F)c1)=N\NC(N)=S
 : i | i | 0.4
COc1ccccc1CNC(=O)N1CCN(S(=O)(=O)c2ccc(Cl)cc2)CC1
 : i | i | -1.1
CCOc1ccc(C(=O)COc2ccc(NC(C)=O)cc2)cc1
 : i | i | 7.7
CCOC(=O)COc1ccc(Br)cc1/C=C\c1[nH]c(=O)[nH]c(=O)c1[N+](=O)[O-]
 : i | i | 0.9
COc1ccc(-c2cc3nc(C)c(CCC(=O)NCc4ccc(F)cc4)c(C)n3n2)c(OC)c1
 : i | i | -1.9
COC(=O)c1oc2ccc(Cl)cc2c1NC(C)=O
 : i | i | -1.8
CCOc1cc(/C=N\NC(=O)Cn2nnc3ccccc32)ccc1O
 : i | i | -0.9
O=C(Nc1ccc(F)c(Cl)c1)Nc1csc2ccccc12
 : i | i | -0.5
COc1ccc(-c2nnc(SCC(=O)c3cccs3)o2)c(OC)c1
 : i | i | -0.9
Cc1ccc2c(c1C)NC(=O)CC(c1ccccc1O)=N2
 : i | i | -1.2
COc1ccc(CN2CN(C3CCCC3)CSC2=S)cc1
 : i | i | -0.6
COc1ccc(N2CCN(CC(=O)Nc3cc(C)cc(C)c3)CC2)cc1
 : i | i | -0.2

In the list so far, 2 contain an NH in an aromatic ring.
Screens in order: CHT inh | CHT PAM | STK33 inh
Cc1cc(=O)[nH]c(SCCOc2ccc3c(c2)CCC3)n1
 : i | i | -0.8
CCOC(=O)COc1ccc(Br)cc1/C=C\c1[nH]c(=O)[nH]c(=O)c1[N+](=O)[O-]
 : i | i | 0.9

(list continues)
Screens in order: CHT inh | CHT PAM | STK33 inh
COc1ccc(NC(=O)CN2C(=O)/C(=C3\SC(=S)N(CCC(=O)O)C3=O)c3ccccc32)cc1
 : i | i | -1.1
Cc1cc2c(=O)[nH]c(Cc3ccccc3)nc2s1
 : i | i | -1.6
O=[N+]([O-])c1cc([N+](=O)[O-])c2c(=Nc3ccccc3)n(-c3ccccc3)n(O)c2c1
 : -6.2* | i | 0.4
CCSc1ccc2nnc(-c3cccs3)n2n1
 : i | i | 8.3
Cc1cccc(NC(=O)[C@@H]2CCCN2C(=O)OC(C)(C)C)c1
 : i | i | 0.9
COc1ccc(NC(=O)CN(C)C(=O)C(CCSC)NC(=O)c2ccccc2)cc1 (stereo not given)
 : i | i | -0.1
Cc1nc2oc3ccccc3c(=O)c2cc1C(=O)O
 : i | i | 1.0
COc1ccc(-c2nc(C#N)c(NC(C)C)o2)cc1
 : i | i | 0.3
Cc1cc(Br)ccc1SCC(=O)NCC(c1ccco1)N1CCCCC1 (stereo not given)
 : i | i | nt
CCn1c(=O)n(CC)c2cc(N3CCCC3)c(NC(=O)c3ccccc3)cc21
 : i | i | -2.7
CCOc1ccc(NC(=O)CCC(=O)N/N=C/c2ccc([N+](=O)[O-])s2)cc1
 : i | i | -0.9
Cc1cccc(C)c1NC(=O)C(c1ccc(Cl)cc1Cl)N1CCCCC1 (stereo not given)
 : i | i | -1.0
CCOc1cc(NS(=O)(=O)c2ccc(OC)cc2)c(OCC)cc1NC(=O)c1ccco1
 : i | i | -0.5
COc1cc([N+](=O)[O-])ccc1NC(=O)C[n+]1cccc(C(C)=O)c1
 : i | i | -0.6
O=C(Nc1ccc(N2CCOCC2)c([N+](=O)[O-])c1)c1ccco1
 : i | i | 2.5

(listing goes on)
Screens in order: CHT inh | CHT PAM | STK33 inh
COc1cccc(-n2cc(-c3ccc(F)cc3)[nH]c2=S)c1
 : i | i | 0.3
CCOC(=O)C1CCCN(c2c(NCCN3CCCCC3C)c(=O)c2=O)C1 (stereo not given)
 : i | i | -0.1
C=CCc1cccc([C@@H]2[C@@H](C)CC[C@H]3C(=O)N4[C@@H](c5cc(OC)c(OC)c(OC)c5)c5[nH]c6ccccc6c5C[C@H]4C(=O)N23)c1
 : i | i | 0.8
Cc1cccc(NC(=O)c2cc(-c3cc(C)ccc3O)n[nH]2)c1
 : i | i | -0.7
CCC1CCCCN1CCCNC(=O)Cn1ncc2c([nH]c3ccc(C)cc32)c1=O (stereo not given)
 : i | i | 0.0
O=C(c1nc(-c2ccccc2)n(-c2ccccc2)n1)N1CCN(S(=O)(=O)c2ccccc2)CC1
 : i | i | -2.2
O=C(O)C1CCC(NSc2ccccc2[N+](=O)[O-])CC1 (stereo not given)
 : i | i | -1.1
CCCCOc1ccc(C(=O)N/C(=C/C=C/c2ccccc2)C(=O)NC)cc1
 : i | i | -0.8
Cc1csc(=O)n1CC(=O)OC(C)C(=O)Nc1ccc(F)c(F)c1F (stereo not given)
 : i | i | -1.1
CCOc1cc(-c2sc(Nc3cc(C)ccc3OC)n[n+]2-c2ccccc2)ccc1OC
 : i | i | 12
CCCCn1c(-c2cccnc2)nc2cc3[nH]c(=O)c(C(C)C)nc3cc21
 : i | i | -1.6
COc1ccc(CC(=O)OC2CCCN(C)C2)cc1 (stereo not given)
 : i | i | -0.2
CCCCCCNC(=O)c1cn(CC)c2cc(N3CCN(C)CC3)c(F)cc2c1=O
 : i | i | -0.3
COc1ccc(C(=O)/C=C2\Sc3ccccc3N2C)cc1
 : i | i | -2.0
Nc1c(Cl)c(Cl)nc(C(=O)OCC(=O)N2CCCC2=O)c1Cl
 : i | i | -1.1

The list goes on.
Screens in order: CHT inh | CHT PAM | STK33 inh
O=c1c2c(-c3cccs3)csc2[nH]c(=S)n1-c1ccccc1
 : i | i | 1.2
Cc1ccc2occ(C(c3nnnn3Cc3ccccc3)N3CCOCC3)c(=O)c2c1 (stereo not given)
 : i | i | -0.7
Cc1ccc(Cn2ccc(C3CC3)n2)cc1
 : i | i | nt
CN(C)/C=C/C(=O)c1cc(N2CCOCC2)ccc1[N+](=O)[O-]
 : i | i | -1.7
COc1ccc(C(=S)N2CCCCCC2)cc1
 : i | i | -0.9
COc1ccc(N=CC2=C(O)c3ccccc3C2=O)c(OC)c1
 : i | i | 1.4
CCCCn1c(N)c(N(CCOC)C(=O)CSc2ccccc2C)c(=O)[nH]c1=O
 : i | i | -0.7
CCOc1ccc(C(=O)OCC(=O)NC2CCCC2)cc1OCC
 : i | i | 0.0
CCCCOc1nc2ccccc2nc1C(C#N)S(=O)(=O)c1ccccc1 (stereo not given)
 : i | i | -0.3
O=C(CSc1nnc2ccc(-c3ccccn3)nn12)NCC1CCCO1 (stereo not given)
 : i | i | -1.1
COC(=O)Cc1[nH]nc2c1C(c1cc(OC)c(OC)c(OC)c1)C(C#N)=C(N)O2 (stereo not given)
 : i | i | 0.1
COc1ccccc1NC(=O)CCN1C(=O)C2CC=CCC2C1=O (stereo not given)
 : i | i | -1.9
N#Cc1c2c(c(NCc3ccco3)n3c1nc1ccccc13)CCC2
 : i | i | 4.0
Cc1ccc(OCC(=O)Nc2ccc(N3CCN(C(=O)c4ccco4)CC3)cc2)cc1C
 : i | i | -0.1
Cc1ncc(C[n+]2csc(C)c2C)c(N)n1
 : i | i | -0.7
Cn1cnnc1SCC(=O)NNC(=O)COc1ccc(Br)cc1
 : i | i | 6.3
CCC(OCC(O)CN1CCN(CCN2C(=O)c3cccc4cccc(c34)C2=O)CC1)c1ccccc1 (stereo not given)
 : i | i | 0.4
O=C(NCc1ccccn1)C1CCN(Cc2cccc(OCc3ccccc3)c2)CC1
 : i | i | 0.7

CHT inh: what is marked active above
SMILES	CHT inh	STK33 inh
CCOc1cc(Br)ccc1S(=O)(=O)NCc1ccccc1	-6.3*	-1.4
O=[N+]([O-])c1cc([N+](=O)[O-])c2c(=Nc3ccccc3)n(-c3ccccc3)n(O)c2c1	-6.2*	0.4
